Screening results deposited in PubChem BioAssay by several laboratories.
iPSC survival up – enhancers of single-cell hiPSC survival, primary screen, ATPlite luminescence; 0.044% of 360,000 active; survival enhancement, % at 20 µM; 100% = ROCK inhibitor wells, 0% = DMSO; in the data active = survival enhancement above about 18%;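 note: cells exposed to compounds for 16 hours before the ATP read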
TRPM1 prom inh – inhibitors of MITF-dependent TRPM1 promoter reporter, primary screen, cell-based, SK-MEL-5, single point, luciferase | SK-MEL-5 TRPM1 promoter luciferase, 24 h | inhibition, % at 12.5 µM | 0.83% of 330,000 active;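 active = mean inhibition across replicates of 60% or more, whatever share of single replicates reaches that level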; note: values of inactives mirror those of a sister screen read the other way
NR2E3 ag-1 – NR2E3 agonists in two-hybrid cells, primary screen, cell-based, luminescence, CHO-S, Gal4-NCOR/VP16-NR2E3; Photoreceptor-specific nuclear receptor (Homo sapiens), Q9Y5X4; inhibition of corepressor binding, % at 3.98 µM; luciferase; AID 602229, 2012; 0.35% of 360,000 active;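 active = inhibition above the mean of all tested compounds plus 3 SD, cut at about 70% in these data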;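 note: 0% = DMSO with NR2E3 transfected cells and 100% = cells lacking NR2E3 construct; higher means lower luciferase signal from less NR2E3 corepressor binding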
Target sequence (Q9Y5X4 whole entry, looked up, the tested form may be a part): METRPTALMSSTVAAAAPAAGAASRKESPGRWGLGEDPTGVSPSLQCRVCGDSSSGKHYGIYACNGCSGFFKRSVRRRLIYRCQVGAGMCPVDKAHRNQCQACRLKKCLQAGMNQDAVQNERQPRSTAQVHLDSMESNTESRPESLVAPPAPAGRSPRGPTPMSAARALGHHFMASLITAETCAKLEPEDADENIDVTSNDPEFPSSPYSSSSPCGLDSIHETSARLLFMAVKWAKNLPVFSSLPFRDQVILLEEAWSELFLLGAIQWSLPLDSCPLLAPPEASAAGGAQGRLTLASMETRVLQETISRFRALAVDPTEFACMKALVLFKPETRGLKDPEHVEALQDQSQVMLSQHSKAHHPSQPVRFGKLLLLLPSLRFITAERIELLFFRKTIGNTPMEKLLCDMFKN
Peg3 prom inh – Peg3 promoter-driven luciferase inhibitors, primary screen, cell-based, HeLa, luciferase luminescence. HeLa PEG-Prom luciferase reporter, overnight. AID 588405, 2011. 1.7% of 360,000 active. inhibition, % at 20 µM;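 active = inhibition of at least 50% at 20 µM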
KKLEB cytotox – cytotoxicity in KKLEB CF airway cells, primary screen, cytotoxicity control for CF NF-kB inhibitor project, cell-based, uHTS, fluorescence assay plates | activity change (cytotoxicity), % at 5 µM | 0.36% of 360,000 active | KKLEB CF airway cells viability, ATPlite luminescence, overnight; active compounds read low; cells stimulated with P. aeruginosa culture filtrate;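 active = corrected activity change at or below -50% at 5 µM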
aDG glyco act – activators of alpha-DG glycosylation, primary screen, uHTS, Pro5-aDG cells, AlphaScreen; AID 624168, 2012; activation, % at 10 µM; 0.22% of 360,000 active; alpha-DG glycosylation AlphaScreen (IIH6); 0% Pro5, 100% B10-LARGE cell signal;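 active = activation of at least 8% versus controls, or a plate z-score of at least 8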;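 note: Pro5 are CHO cells carrying HIG-tagged alpha-DG that lacks glycosylation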
TWEAK-Fn14 inh – inhibitors of TWEAK-Fn14 signaling, primary screen, luciferase reporter cells, uHTS | TWEAK-stimulated Fn14 reporter cells, luciferase luminescence, 8 h | inhibition, % at 10 µM | 2% of 360,000 active; in the data active = inhibition above about 50%
CF NFkB inh – inhibitors of PAF-induced NF-kB signaling, primary screen, cell-based, GFP fluorescence, uHTS; AID 588850, 2011; 0.86% of 360,000 active; KKLEB NF-kB-GFP reporter, GFP fluorescence overnight; inhibition, % at 5 µM;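 active = at least 50% inhibition at 5 µM, scaled per plate between neutral and stimulator controls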;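 note: PAF is a Pseudomonas aeruginosa culture filtrate used as stimulus; plate controls were PAF-stimulated DMSO wells for no effect and unstimulated DMSO wells for full effect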
NR2E3 ag-2 – inhibitors of NR2E3-RetCOR corepressor binding, primary screen, NR2E3 agonist project, biochemical, TR-FRET, GST-NR2E3, biotin-RetCOR. inhibition of corepressor binding, % at 4.78 µM. 1536-well. 0.12% of 320,000 active. Photoreceptor-specific nuclear receptor (Homo sapiens), Q9Y5X4. AID 2300, 2010;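 active = percent inhibition above the cutoff of mean plus 3 SD of all tested compounds, set per screening campaign, cut at about 20% in these data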;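 note: 0% = DMSO wells and 100% = biotin wells as full block of FRET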
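system = GST-tagged NR2E3 plus biotinylated RetCOR corepressor | input = 1.35 nM GST-NR2E3 | also added = 7 nM biotin-RetCOR | schedule = 5 h incubation at 4 °C | measured by = TR-FRET with europium anti-GST and streptavidin-D2, 340 nm excitation | read-out = percent loss of FRET ratio relative to control wells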
HIF-2a inh – HIF-2a reporter inhibitors, primary screen, luminescence, 786-0 RCC cells; 786-0 RCC cells HIF-2a reporter, luciferase luminescence, overnight; AID 624352, 2012; 0.72% of 360,000 active; inhibition, % at 18.8 µM;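 active = inhibition of the luminescence signal of 40% or more relative to plate controls, in a single-dose primary screen at 18.75 µM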
Shn3 inh set2 – reduction of Shn3 3'UTR firefly luciferase signal, primary screen, Schnurri-3 inhibitor project, cell-based, Clone20 osteoblasts, set 2; Clone20 osteoblast Shn3 3'UTR firefly luciferase, 24 h; inhibition, % at 12.5 µM; 0.52% of 360,000 active;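 active = mean inhibition of at least 75% with every replicate also reaching 75%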;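 note: 0% = median of neutral control wells and 100% = pilot-screen positive control compound; some compounds past the cut are filed as inactive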
* hit, by the source's call; x = no result given. Outcome played no part in choosing rows (roughly 4.4% active in at least one column).

SMILES	iPSC survival up	TRPM1 prom inh	NR2E3 ag-1	Peg3 prom inh	KKLEB cytotox	aDG glyco act	TWEAK-Fn14 inh	CF NFkB inh	NR2E3 ag-2	HIF-2a inh	Shn3 inh set2
COc1ccc(NS(=O)(=O)c2cc(NC(=O)c3ccc(=O)[nH]n3)ccc2C)cc1	-0.4	19.8	-68.3	26.1	-0.4	0.0	11.5	-11.3	1.9	17.6	6.6
Cc1cc(C)n(Cc2ccc(NC(=O)c3ccc(COc4ccccc4Br)cc3)cc2)n1	3.0	7.4	8.5	22.2	-9.4	1.4	60.0*	-20.5	-0.4	-68.2	58.1
CCOc1ccc(NC(=O)CSc2nnc(C(C)C)n2CC)cc1	-2.8	15.3	-10.3	-6.0	0.8	0.2	-0.3	-1.7	-1.6	1.8	-7.7
Cc1ccc(S(=O)(=O)N(C)CCCC(=O)N2CCOCC2)cc1	3.1	-4.7	-1.8	-6.2	-3.1	-0.1	11.4	7.4	2.9	-12.7	-8.7
O=C(CN(Cc1ccco1)S(=O)(=O)c1ccccc1)N/N=C/c1cccc(O)c1	0.5	5.9	11.8	16.2	6.8	-0.2	-15.2	-1.9	0.2	19.4	12.4
Cc1ccc(C)c(OCCn2cc(/C=C(/C#N)C(=O)NCC3CCCO3)c3ccccc32)c1 (stereo not drawn)	-2.4	2.0	-13.0	8.7	-0.4	-0.2	8.0	-3.7	1.8	9.4	19.6
Fc1ccc(C(c2nnnn2Cc2cccs2)N2CCN(C3CCCC3)CC2)cc1 (stereo not drawn)	-1.5	-30.3	-7.8	12.9	7.6	0.1	-7.6	-5.5	-1.7	18.8	x
CCCCNC(=O)CNC(=S)N(CCCN1CCOCC1)Cc1cccs1	0.4	10.6	-19.0	7.7	-3.3	-0.2	1.0	4.0	-2.1	12.8	5.6
O=C(O)c1cc(-c2ccccc2)nc2ccccc12	9.3	5.0	-19.5	-10.2	-29.0	0.0	18.8	-15.7	2.2	-1.1	3.8
O=C(COc1ccc(Br)cc1)Nc1ccccc1N1CCCC1	-2.6	9.3	-9.7	17.1	-9.9	-0.2	-21.3	-8.2	1.4	8.9	6.7
CCOc1ccc(C(=O)Nc2ccccc2NC(C)=O)cc1OCC	1.0	9.4	-8.4	5.2	11.1	-0.2	-10.1	12.1	5.2	13.2	4.1
COc1ccc(OC)c(/C=C2\S/C(=N/NC(=O)c3ccc4ccccc4c3)NC2=O)c1	0.3	12.2	-2.3	11.2	-0.5	0.1	-16.9	-18.2	-0.3	10.3	2.2
CCN(C(C)=O)c1nnc(CSc2nc3ccccc3s2)s1	2.8	-13.9	-23.3	-65.1	4.9	0.0	-25.9	-1.6	x	-95.8	-24.0
Cn1nc(C(=O)NCc2ccccc2)c2c1-c1ccccc1S(=O)(=O)C2	0.0	-13.4	-31.2	6.1	-7.6	-0.1	-1.1	-1.3	0.3	10.5	-15.9
CC(C)C(NC(=O)c1ccccc1Br)c1ccccc1 (stereo not drawn)	1.1	-5.3	-10.3	-7.0	-9.1	0.1	-1.6	7.9	-2.2	11.0	-4.1
CCN(CC)CCN(C(=O)CCS(=O)(=O)c1ccccc1)c1nc2cc3c(cc2s1)OCO3	0.1	30.9	-22.6	31.2	-7.4	0.2	20.9	53.3*	-3.8	11.7	14.8
Cc1ccc(C(=O)N2CCCC(N3CCN(c4ccccc4C)CC3)C2)c(=O)[nH]1 (stereo not drawn)	-0.5	12.7	5.1	-15.4	-7.1	0.0	-16.8	16.7	0.5	-2.5	-4.4
CC(=O)Nc1ccc(SCC(=O)Nc2cc(C(C)(C)C)nn2-c2ccccc2)cc1	2.7	-3.0	-20.9	3.8	23.8	-0.1	0.4	-26.2	3.7	21.6	12.9
CCn1c(Oc2ccccc2)nc2c1c(=O)n(C)c(=O)n2C	-0.4	-3.3	-27.4	9.6	-3.2	0.2	33.4	32.7	-0.7	26.1	17.3
O=C(NCCCN1CCCCC1)c1ccc2c(c1)NC(=O)c1ccccc1S2	2.0	-14.3	-9.5	-17.2	-6.6	-0.1	8.2	3.9	-3.0	12.9	-1.5
CC(C)Cc1[nH]c(=O)c(C#N)c2c1COC(C)(C)C2	-0.9	11.6	-18.0	17.1	-5.1	-0.1	-6.4	9.4	2.4	13.1	-3.5
O=C(CN1CCN(c2ccccc2F)CC1)NC(=O)NCc1ccco1	2.2	7.0	-18.3	5.2	-2.6	-0.2	-5.0	-3.2	-0.3	3.9	26.4
Nc1nc(SCC(=O)N2N=C3/C(=C/c4ccco4)CCCC3C2c2ccco2)n[nH]1 (stereo not drawn)	7.0	14.1	17.5	-6.8	-11.4	-0.2	34.0	18.5	-1.4	5.5	-6.1
CCOC(=O)N1CCN(C(=O)COC(=O)c2cccc(C)c2[N+](=O)[O-])CC1	0.1	-6.1	8.3	-22.9	8.0	-0.3	8.1	3.8	5.0	5.3	-10.9
CN(C(=O)C1CCN(S(=O)(=O)c2cccs2)CC1)C1CCCCC1	-1.7	-8.2	-11.7	-110.6	0.9	0.0	-41.2	9.0	1.2	-81.5	-62.2
(further entries)
SMILES	iPSC survival up	TRPM1 prom inh	NR2E3 ag-1	Peg3 prom inh	KKLEB cytotox	aDG glyco act	TWEAK-Fn14 inh	CF NFkB inh	NR2E3 ag-2	HIF-2a inh	Shn3 inh set2
CN1CCN(C(=O)c2cc3sccc3n2CC(=O)c2ccccc2)CC1	-1.9	7.5	-20.9	-7.5	7.7	0.4	0.9	-14.1	0.7	-5.7	7.7
CCn1c(CSc2nc3ccccc3[nH]2)nc2cc(C(=O)O)ccc21	0.5	1.5	-2.1	-3.0	-5.8	-0.3	-4.3	2.3	0.7	7.9	16.1
O=C(c1cc(Br)c(Br)s1)N1CCN(c2ccccn2)CC1	-0.6	-9.4	-11.4	0.8	-0.4	0.3	2.5	15.6	0.6	-18.5	-3.0
CCCCN1C(=O)C(=O)N(CC(=O)Nc2ccc(OC(F)(F)F)cc2)C1=O	-0.8	7.4	-30.9	15.5	0.2	0.1	6.7	5.0	x	8.2	-5.9
O=C(CCCc1ccccc1)NCCS(=O)(=O)N1CCN(c2ccccc2)CC1	-1.8	x	10.0	0.4	-7.8	0.1	3.9	-18.7	x	5.7	10.4
COc1ccc(NC(=O)Cc2ccc(Cl)cc2Cl)cn1	-0.6	5.1	-3.9	0.2	-0.8	0.0	2.4	8.3	1.1	3.8	7.3
CC(C(=O)O)n1nc2ccccc2n1 (stereo not drawn)	-0.6	3.0	1.8	-8.0	2.7	-0.1	-0.1	-3.7	2.3	7.9	-3.5
CCOC(=O)CSc1nnc(-c2ccccc2)o1	-1.8	0.5	-12.9	-9.5	-5.4	-0.3	-3.4	-2.0	-1.5	15.1	-13.8
Cc1cc(C(=O)COC(=O)c2ccc(O)cc2O)c(C)n1C(C)C	-1.4	-85.5	-70.7	-290.8	-6.5	-0.4	1.4	13.6	2.4	-102.7	-65.1
COc1ccc(CN2C[C@@H](CO)O[C@@H](n3cnc4c(N(C)C)ncnc43)C2)cc1	-3.2	x	-29.7	-3.6	-3.4	0.0	-24.9	10.8	x	-4.1	3.3
Cc1ccc(-c2csc(NC(=O)C3CSC4(C)CCC(=O)N34)n2)cc1 (stereo not drawn)	-0.4	10.3	-5.5	-9.9	-3.0	0.0	-3.2	0.1	1.4	-27.2	36.9
CCn1ncc(Br)c1C(=O)Nc1cccc(C(C)=O)c1	0.2	-13.3	-6.3	-6.8	4.7	0.0	4.5	-22.7	-0.8	-3.6	-5.5
Cc1ccc(C(=O)C2CC2)c(C)c1	4.0	9.3	12.7	8.2	0.3	-0.1	-17.6	-25.3	x	11.4	-10.4
Cc1ccc(NC(=O)CS(=O)CC(=O)NC23CC4CC(CC(C4)C2)C3)cc1 (stereo not drawn)	-0.1	9.5	4.5	-3.1	5.6	0.1	-18.8	-5.1	1.8	9.8	-7.8
COc1cc(NC(=O)C2CCCN(c3ncccn3)C2)cc(OC)c1 (stereo not drawn)	9.2	-2.9	3.9	10.3	-1.9	0.0	-5.0	5.7	0.6	12.4	2.3
O=C(NCCc1ccccc1)C(=S)N1CCCCC1	-0.4	-1.5	-12.2	-4.0	1.7	-0.2	4.8	-9.9	2.3	-7.9	5.3
CN(C(=O)COC(=O)c1cc[n+]([O-])cc1)c1ccccc1	-0.3	10.2	-2.9	-0.2	6.6	0.0	0.6	1.9	5.2	10.4	4.0
COc1ccc(NC(=O)N(C)C[C@H]2OCc3cnnn3CCCC(=O)N([C@@H](C)CO)C[C@H]2C)c(OC)c1	-1.9	x	-20.2	4.5	5.4	0.5	16.0	-32.0	x	4.8	-13.8
CN(C)CCn1cnc2c1c(=O)n(C)c(=O)n2C	-0.4	6.0	26.4	4.6	-7.0	-0.4	3.5	1.4	3.2	6.8	5.8
CCC(C)NC(=O)CS(=O)Cc1nc(-c2cccc(OC)c2)oc1C (stereo not drawn)	-0.1	5.2	-5.8	5.4	13.7	-0.1	1.5	2.2	-0.8	11.4	-1.7
CC(=O)c1c(C)[nH]c(C(=O)NCc2ccccc2Cl)c1C	-2.2	0.0	-36.4	-9.0	-2.2	1.2	-8.4	-19.1	-1.9	-19.5	15.3
Cc1c(Cl)c(=O)oc2cc(OC(C)C)ccc12	2.4	-10.5	-21.2	-18.4	1.0	0.1	-10.7	8.4	1.7	-38.7	4.7
Cc1ccc(NCc2n[nH]c(=S)n2-c2ccccc2)cc1Cl	-0.3	4.1	11.8	-6.3	5.4	-0.4	4.4	-2.6	2.4	19.0	-7.4
CCCCCCCCN1[C@@H](CC(=O)OCC)c2ccc(C(F)(F)F)cc2S1(=O)=O	-3.5	2.5	-12.2	-2.1	9.4	0.6	-10.3	20.2	3.9	14.2	18.8

A different layout for part of the listing above.
smiles,iPSC survival up,TRPM1 prom inh,NR2E3 ag-1,Peg3 prom inh,KKLEB cytotox,aDG glyco act,TWEAK-Fn14 inh,CF NFkB inh,NR2E3 ag-2,HIF-2a inh,Shn3 inh set2
CC(C(=O)O)n1nc2ccccc2n1 (stereo not drawn),-0.6,3.0,1.8,-8.0,2.7,-0.1,-0.1,-3.7,2.3,7.9,-3.5
CCOC(=O)CSc1nnc(-c2ccccc2)o1,-1.8,0.5,-12.9,-9.5,-5.4,-0.3,-3.4,-2.0,-1.5,15.1,-13.8
Cc1cc(C(=O)COC(=O)c2ccc(O)cc2O)c(C)n1C(C)C,-1.4,-85.5,-70.7,-290.8,-6.5,-0.4,1.4,13.6,2.4,-102.7,-65.1
